OXTR potentiate = potentiators of human oxytocin receptor. P30559. activation, % at 3 µM. actives 0.061% (n = 320,000). CHO-OTR cells, Fluo-8 calcium fluorescence, potentiator mode; 0% = oxytocin EC15, 100% = EC100;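 active = activation above that plate's cutoff, the mean activation of tested compounds plus 3 SD, cut at about 6.6% in these data, passing the limit was not always enough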;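 note: 100% uses oxytocin at 75 nM as the full agonist control; some results filed as inactive read as strong as hits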
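Dosing: Single dose, 3.0 µM nominal final compound concentration | Material: Human OTR in CHO cells | Technique: Kinetic Fluo-8 calcium fluorescence | Benchmarks: EC15 oxytocin alone as 0%, 75 nM oxytocin as 100% | Probe or stimulus: Oxytocin at about EC15, sub-maximal agonist stimulus | Incubation: Compound 6 min at room temperature before oxytocin, 100 s read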
MEKK2 WT-MEK5 = raises or lowers MEK5 binding to wildtype human MEKK2 PB1 domain. binding response (% of control), % at 10 µM. actives 1.1% (n = 290,000). AID 1531. bead flow cytometry, Alexa488-MEK5 binding to MEKK2 WT; actives lie on both sides. Q9Y2U5; in the data active = binding response below about 67% or above about 130%
V1R ag counter = V1a receptor agonism, counter-screen for OXTR agonists | P37288 | CHO-V1R cells, Fluo-8 calcium fluorescence, agonist mode; 0% DMSO, 100% 3 nM vasopressin | actives 0.25% (n = 320,000) | activation, % at 3 µM;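 active = activation above the mean activation of all tested compounds plus 3 SD, per screening run, cut at about 20% in these data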;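 note: signal is peak over basal fluorescence ratio across a 100 second FLIPR read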
Target sequence (P37288 whole entry, looked up): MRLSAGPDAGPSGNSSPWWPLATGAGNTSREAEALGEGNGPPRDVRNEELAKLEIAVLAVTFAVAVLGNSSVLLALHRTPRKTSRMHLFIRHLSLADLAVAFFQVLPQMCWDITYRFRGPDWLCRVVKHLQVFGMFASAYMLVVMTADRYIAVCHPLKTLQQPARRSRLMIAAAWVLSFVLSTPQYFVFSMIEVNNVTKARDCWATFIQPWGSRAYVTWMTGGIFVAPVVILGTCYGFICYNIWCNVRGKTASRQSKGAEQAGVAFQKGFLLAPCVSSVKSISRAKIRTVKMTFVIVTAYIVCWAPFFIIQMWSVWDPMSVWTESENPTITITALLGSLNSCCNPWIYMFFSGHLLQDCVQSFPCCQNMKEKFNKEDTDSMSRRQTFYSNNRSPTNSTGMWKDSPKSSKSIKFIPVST
GPR7 antagonist = blocks human GPR7 receptor signaling. P48145. GPR7-expressing cells, fluorescence antagonist assay. inhibition, % at 4.4 µM. actives 1.1% (n = 290,000). AID 1861; in the data active = inhibition above about 16%, passing the limit was not always enough;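 note: cells stimulated with the agonist NPW; 0% = agonist with vehicle and 100% = vehicle without agonist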
Target sequence (P48145 whole entry, looked up): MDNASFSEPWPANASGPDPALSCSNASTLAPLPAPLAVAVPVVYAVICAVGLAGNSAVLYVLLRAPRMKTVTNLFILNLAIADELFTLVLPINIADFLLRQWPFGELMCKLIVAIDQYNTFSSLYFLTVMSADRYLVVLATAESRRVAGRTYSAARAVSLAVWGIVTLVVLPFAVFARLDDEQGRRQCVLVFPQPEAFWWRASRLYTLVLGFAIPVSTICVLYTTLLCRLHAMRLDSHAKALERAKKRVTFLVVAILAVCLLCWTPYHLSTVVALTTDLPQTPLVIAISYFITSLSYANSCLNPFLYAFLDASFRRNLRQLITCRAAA
GalR3 antag = human GalR3 antagonism; HEK293 GalR3-CNG cAMP membrane potential fluorescence; galR3 body fused to GalR1 C-terminus; actives 0.44% (n = 360,000); inhibition, % at 3 µM;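 active = inhibition above the screen-wide average plus 3 SD, cut at about 13% in these data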;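 note: forskolin and galanin both at EC90 stimulate the cells; cAMP rise reported by CNG channel membrane potential dye signal; 0% = forskolin plus galanin with DMSO and 100% = forskolin alone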
Target sequence (O60755 1-299 limits assumed): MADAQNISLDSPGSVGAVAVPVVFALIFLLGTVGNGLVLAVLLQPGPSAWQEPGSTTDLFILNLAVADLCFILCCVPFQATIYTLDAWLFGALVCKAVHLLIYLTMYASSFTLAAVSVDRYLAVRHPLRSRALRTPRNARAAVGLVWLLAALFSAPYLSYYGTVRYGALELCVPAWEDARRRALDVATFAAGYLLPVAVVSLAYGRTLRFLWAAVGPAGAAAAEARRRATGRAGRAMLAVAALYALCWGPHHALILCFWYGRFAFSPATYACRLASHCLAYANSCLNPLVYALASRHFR
MEKK2mut PB1 HTS = signal of MEK5 binding to mutant human MEKK2 PB1 domain; bead flow cytometry, Alexa488-MEK5 binding to MEKK2 mutant; percent response, % at 10 µM; actives 0.35% (n = 290,000); AID 1530; in the data active = percent response above about 24%, passing the limit was not always enough; note: inactives centre near 1; some results filed as inactive read as strong as hits
NALP1 inh = blocks the NALP1 inflammasome reconstituted in yeast; S. cerevisiae NALP1/ASC/caspase-1 growth, X-gal OD620, 72 h; inhibition, % at 10 µM; actives 0.61% (n = 280,000); AID 2071; in the data active = inhibition mostly above about 24%, no sharp cut-off; inactive = mostly below about 32%; note: some compounds called inactive have numbers as strong as hits
M18AAP inhibitor = blocks P. falciparum M18 aspartyl aminopeptidase | recombinant PfM18AAP, H-Glu-NHMec fluorogenic cleavage | inhibition, % at 7.35 µM | actives 1.2% (n = 290,000) | AID 1822;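 active = inhibition above the campaign mean inhibition over all tested compounds plus 3 SD, cut at about 28% in these data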;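 note: 0% = plate median of test compound wells and 100% = 2 mM ZnCl2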
OXTR ag = agonists of human oxytocin receptor; activation, % at 3 µM; AID 2435; CHO-OTR cells, Fluo-8 calcium fluorescence; normalized: DMSO 0%, oxytocin 100%; actives 0.32% (n = 320,000);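 active = activation above the mean of all tested compounds plus 3 SD, cutoff set per screening run, cut at about 20% in these data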;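 note: peak over basal fluorescence ratio from a 100 s FLIPR kinetic read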
Numbers without * were called inactive; x = no result given.

SMILES	OXTR potentiate	MEKK2 WT-MEK5	V1R ag counter	GPR7 antagonist	GalR3 antag	MEKK2mut PB1 HTS	NALP1 inh	M18AAP inhibitor	OXTR ag
COc1ccccc1OCCn1ccnc1	-7.2	103.0	0.1	5.3	-6.9	0.0	20.6	0.5	0.7
C=CCNc1nc(NCc2ccccc2)c(C#N)c2c1CN(C)CC2	-7.1	121.0	4.6	-7.1	-7.6	9.0	6.0	3.4	4.8
NC(=O)C1CCN(C(=O)CC2(CC(=O)O)CCCC2)CC1	-4.9	100.0	0.8	-4.7	-6.8	-1.0	-4.1	4.3	0.2
CCOc1ccc(Cl)cc1S(=O)(=O)N1CCC(C(=O)NC2CC2)CC1	-6.9	98.0	0.2	-7.3	-0.8	-3.0	1.1	-1.9	1.6
CN(c1ccc(C(=O)Nc2ccccn2)cc1)S(=O)(=O)c1ccccc1	-5.3	73.0	0.7	10.1	-5.2	-10.0	5.7	1.2	0.5
Cc1ccc2oc(=O)c3cnn(CC(=O)N4CCCc5ccccc54)c3c2c1	-0.6	114.0	-1.1	-2.8	x	12.0	22.6	0.1	-0.5
CC(C)n1c(O)c(N=NC(=O)C2COc3ccccc3O2)c2ccccc21 (stereo not drawn)	-0.1	85.0	-0.9	-13.6	3.8	-9.0	-14.8	1.6	-2.0
NC(=O)NC(=O)C(Nc1ccc(N2CCCCC2)cc1)c1ccccc1 (stereo not drawn)	-5.8	94.0	0.8	0.8	-8.0	5.0	7.0	40.8*	1.2
COc1cc(CNc2ccc3[nH]c(=O)[nH]c3c2)cc(Br)c1OCc1ccccc1F	x	103.0	x	-2.7	-10.5	4.0	16.0	7.5	x
Cc1nn(-c2ccccc2)c(C)c1C(=O)OCC(=O)NC(=O)NC1CCCCC1	-12.7	103.0	-1.1	-8.7	-1.9	2.0	12.2	-4.4	-2.2
Cc1ccc(S(=O)(=O)N2[C@@H](c3ccc(Br)cc3)C(C(=O)O)=CC[C@H]2c2cccs2)cc1	-0.2	x	0.7	x	-5.9	x	x	x	-0.4
[O-]C1=N/[N+](=C/c2ccccc2)CC1	1.1	106.0	0.2	-6.6	-4.9	3.0	x	9.9	0.6
C[C@H](CO)N1C[C@H](C)[C@@H](CN(C)S(=O)(=O)c2ccccc2)Oc2c(NS(=O)(=O)c3cccs3)cccc2C1=O	-0.8	x	0.6	x	-1.5	x	x	x	1.4
COc1ccc(C(=O)NCC(=O)N2CCCCC2)cc1OC	-10.1	101.0	-0.4	-3.4	2.6	0.0	9.6	3.7	1.5
Cc1nc([N+](=O)[O-])c(C(=O)OCc2cccc(Br)c2)n1C	-5.1	90.0	0.7	21.7	1.3	-7.0	6.9	0.0	1.9
COc1ccc(OC)c(-n2c(-c3ccc(O)cc3O)n[nH]c2=S)c1	-0.3	79.0	-0.1	-7.2	-3.5	-14.0	-9.1	6.3	1.2
COC(=O)CCCC(=O)N(C)CC1CCCN(CCc2ccccc2C)C1 (stereo not drawn)	-8.5	100.0	1.1	-5.7	-7.2	3.0	x	-2.5	0.2
CC(C)C(c1nnnn1Cc1ccc2c(c1)OCO2)N1CCN(C)CC1 (stereo not drawn)	-7.4	98.0	1.7	-2.5	-1.2	-1.0	-2.7	4.7	-0.2
CCOC(=O)C(C)Sc1nnc(Cc2cc(=O)[nH]c(=O)[nH]2)n1-c1ccc(OCC)cc1 (stereo not drawn)	-3.4	112.0	0.5	-5.2	0.1	4.0	-16.0	-11.5	0.8
N#CC1=C(N)Oc2n[nH]c(-c3cccs3)c2C1c1ccoc1 (stereo not drawn)	-11.5	105.0	0.1	-15.4	6.3	5.0	-1.2	9.2	-0.8

An excerpt from above with just M18AAP inhibitor, MEKK2 WT-MEK5 and GalR3 antag.
SMILES	M18AAP inhibitor	MEKK2 WT-MEK5	GalR3 antag
Cc1nc([N+](=O)[O-])c(C(=O)OCc2cccc(Br)c2)n1C	0.0	90.0	1.3
COc1cc(CNc2ccc3[nH]c(=O)[nH]c3c2)cc(Br)c1OCc1ccccc1F	7.5	103.0	-10.5

Next results follow.
SMILES	OXTR potentiate	MEKK2 WT-MEK5	V1R ag counter	GPR7 antagonist	GalR3 antag	MEKK2mut PB1 HTS	NALP1 inh	M18AAP inhibitor	OXTR ag
CCOc1ccc(C2c3cc(OC)c(OC)cc3CC(=O)N2c2ccccc2)cc1 (stereo not drawn)	-1.0	109.0	3.2	-5.9	-5.3	-1.0	-2.0	-5.0	-0.5
O=C(OCc1cccc(C(F)(F)F)c1)c1cc([N+](=O)[O-])ccc1N1CCOCC1	-0.5	x	0.3	x	-1.8	x	x	x	-0.6
Cc1cccc(N2CCN(C(=O)CCc3nc4ccccc4c(=O)[nH]3)CC2)c1C	-5.3	x	-1.2	x	-2.7	x	x	x	-1.1
COc1ccc(OC)c(/C=N\NC(=O)c2c(C)nc3cc(C)ccn23)c1	-13.5	107.0	0.2	-26.4	-9.8	4.0	8.3	-0.9	-1.9
COCCN1C(=O)C(=O)/C(=C(/O)c2ccc(OC(C)C)cc2)C1c1cccnc1 (stereo not drawn)	-1.3	94.0	0.2	-8.3	-4.5	-5.0	16.8	4.6	-1.1
O=[N+]([O-])c1ccc(Cl)cc1CNc1ccc(F)c(F)c1	-3.6	108.0	-0.9	-13.1	-3.5	3.0	16.0	-6.8	-1.8
C=C(C)CSc1nc(N)c2c3c(sc2n1)CCC3	0.2	105.0	-1.1	-17.3	x	7.0	-0.7	5.4	-1.4
O=C(O)Cc1sc(-c2ccc(C(=O)O)cc2)nc1-c1ccccc1	-8.9	102.0	0.0	-6.7	-4.2	6.0	9.6	1.6	0.3
C/C(=C\C(=O)c1cccnc1)Nc1ccc(O)cc1	-12.8	97.0	0.1	-2.9	-1.9	-4.0	2.3	12.1	-0.3
Cc1cccc(Cn2nc(C(C)(C)C)cc2C(=O)N2CCOCC2)c1	-17.8	106.0	-1.1	-8.1	-6.8	1.0	-21.7	-2.9	-0.6
NCCC(=O)N1c2ccccc2Sc2ccccc21	0.1	120.0	0.0	-3.9	-13.6	15.0	35.9*	2.4	0.8
CS(=O)(=O)c1ccc2nc(NC(=O)CCC(=O)c3cccs3)sc2c1	-19.3	100.0	0.7	7.8	0.1	-1.0	-8.9	-5.8	-0.1
CN1CCN(C(=O)c2cc3c(s2)-c2ccccc2S(=O)(=O)C3)CC1	-9.1	102.0	1.3	-4.1	0.1	-7.0	30.4	-0.6	-0.2
CCc1cc(C(=O)N2CCN(c3ccccn3)CC2)sc1C	-1.7	110.0	2.6	-0.5	-0.1	5.0	-2.7	-2.1	0.1
CCc1noc(C)c1C(=O)OCC(=O)NC(=O)c1ccccc1OC	-6.4	110.0	-0.2	-15.7	-2.7	5.0	3.0	0.3	-0.7
Fc1ccccc1N1CCN(CC2CCCCC2)CC1	4.2	112.0	-0.3	-11.7	-5.7	3.0	38.4	0.0	0.7
CSc1cccc(CN2CCN(Cc3ccc(F)c(F)c3)C(CCO)C2)c1 (stereo not drawn)	-16.3	109.0	2.3	-4.3	0.9	7.0	17.2	0.1	2.5
COCCN(C(=O)CCC(=O)Nc1cc(C)on1)C(C(=O)NC(C)(C)C)c1ccccc1Cl (stereo not drawn)	5.2	97.0	0.9	-8.6	-5.8	-4.0	7.9	-3.0	0.4
Brc1ccc(-c2ccc(/C=N/Nc3nncc(-c4ccccc4)n3)o2)cc1	-4.9	91.0	1.8	-7.3	-4.2	-4.0	-18.1	1.8	1.3
Nn1c(SCC(=O)Nc2ccc3c(c2)OCO3)nnc1C1CCCCC1	-1.5	x	0.3	-13.8	-10.8	x	-13.4	-6.6	-2.0
Cc1nnc(SCCN2CCOCC2)c2nn(-c3ccccc3F)c(C)c12	x	96.0	x	-8.6	-8.3	-3.0	10.1	13.2	x
CNC(=O)/C(C#N)=C/c1ccc(-c2nc3ccccc3s2)o1	-6.5	94.0	-1.4	-2.1	-1.9	-4.0	27.6	-4.7	-2.8
CC(=O)Nc1cccc(-c2csc(NCc3ccco3)n2)c1	-13.2	96.0	-0.8	22.1	-2.6	-3.0	20.5	-2.6	-0.1
NS(=O)(=O)c1ccc(CNC(=S)NCc2ccc(F)cc2)cc1	-4.6	110.0	0.1	12.7	-3.7	9.0	3.7	2.5	0.3
COc1ccc(CP(=O)(c2ccccc2)c2ccccc2)cc1	2.6	101.0	0.5	-9.8	-7.6	6.0	0.5	-5.9	0.2
CSCCC(NC(=O)c1ccccc1Cl)C(=O)NCc1ccncc1 (stereo not drawn)	2.6	x	0.5	x	-2.2	x	x	x	0.3
Cc1ccc(-n2ncc3c(NNC(=O)c4ccco4)ncnc32)cc1C	2.0	100.0	4.5	-13.2	-3.6	4.0	-7.9	7.1	5.8
Cc1ccccc1CSCC(=O)NC(=O)NC(C)(C)C	-7.9	97.0	-0.8	3.7	-3.7	1.0	19.0	-10.9	-1.6
COCCN(C(=O)CC(C)(C)C)c1nnc(-c2cccnc2)s1	-5.0	100.0	-0.3	-8.2	-1.3	4.0	4.6	-8.0	0.4
O=C(NCc1ccccc1)C(c1cccs1)N(C(=O)c1csnn1)C1CC1 (stereo not drawn)	-18.2	97.0	0.2	-2.3	-3.4	-2.0	15.4	3.1	0.2
Cn1cc(Cl)nc1C(O)c1ccccc1 (stereo not drawn)	3.7	102.0	0.6	-10.6	0.8	11.0	8.5	3.8	2.1
O=C(c1cc(-c2ccc(Cl)c(Cl)c2)on1)N1CCOCC1	-13.8	97.0	1.1	-2.3	-5.8	-4.0	12.9	0.9	0.8
O=C(c1cc(C2CC2)nn1-c1ccccc1)N1CCN(c2ccccc2O)CC1	-5.9	x	1.3	x	-5.2	x	x	x	-0.3
CCN(CC)S(=O)(=O)c1ccc(OC)c(NS(=O)(=O)c2ccc(F)cc2)c1	-3.4	112.0	1.1	-8.7	-4.9	5.0	2.0	-7.4	1.1
COC(=O)c1ccc(CSc2nnc(CNC(=O)c3ccccc3F)o2)o1	-4.2	104.0	0.0	-0.2	-4.8	2.0	21.4	1.9	-0.6
CS(=O)(=O)N1CCN(C(=S)NCc2ccc(Cl)cc2)CC1	-17.8	100.0	2.8	-6.2	-4.1	8.0	2.6	-0.3	2.7
C/C(=N\NC(=O)c1cc(Cl)ccc1O)c1ccc(Br)s1	-4.4	93.0	-0.2	-3.2	-1.6	-1.0	28.8	-0.2	0.6
Cc1ccc(-c2nc(CS(=O)CC(=O)NCCN3CCOCC3)c(C)o2)cc1 (stereo not drawn)	-5.1	102.0	-0.7	-3.2	x	1.0	-10.9	0.1	-1.1
CCc1ccc2c(c1)C(c1ccncc1)=NNC(c1ccccc1)=N2	-7.6	94.0	-0.9	4.7	-6.6	-7.0	0.1	-0.3	-2.1
Fc1cccc(CCN2C(=S)NC[C@@H]2Cc2ccccc2)c1	-13.8	93.0	-0.7	-13.4	-2.9	-4.0	7.1	-0.6	-2.5
CC(C)OC(=O)N(C)c1ccc(C(O)(C(F)(F)F)C(F)(F)F)cc1	-4.6	92.0	1.7	9.4	-4.2	-1.0	27.1	6.6	-0.1

Copied from the results shown (2 entries):
SMILES	OXTR potentiate	MEKK2 WT-MEK5	V1R ag counter	GPR7 antagonist	GalR3 antag	MEKK2mut PB1 HTS	NALP1 inh	M18AAP inhibitor	OXTR ag
CCc1ccc2c(c1)C(c1ccncc1)=NNC(c1ccccc1)=N2	-7.6	94.0	-0.9	4.7	-6.6	-7.0	0.1	-0.3	-2.1
Fc1cccc(CCN2C(=S)NC[C@@H]2Cc2ccccc2)c1	-13.8	93.0	-0.7	-13.4	-2.9	-4.0	7.1	-0.6	-2.5

Compound activity: PubChem BioAssay, several laboratories
